GLP-1R agonist – agonists of human GLP-1 receptor. P43220. HEK293 GLP-1R CRE-luciferase, luminescence, 4-6 h; cells express a hypersensitive GLP-1R form. Potency, µM (series often up to 45.6 µM), without a hit: top-dose activation, most hits filed as activators. 380,000 tested, 0.007% active. AID 624172; also: potency is read from the fitted curve at half-maximal effect; % of control where 0% means no effect
EPAC1 ag – agonists of human EPAC1; O95398; EPAC1 agonist qHTS, biochemical assay; response scale: 100% = response to 6.5 mM cAMP; Potency, µM (series often up to 154 µM), for the others: at the top dose activation, usual class: activators; 360,000 tested, 0.073% active; AID 720707; also: potency is read from the fitted curve at half-maximal effect; nearly all actives have a fitted effect of over 60% in size
Target sequence (O95398 whole entry, looked up): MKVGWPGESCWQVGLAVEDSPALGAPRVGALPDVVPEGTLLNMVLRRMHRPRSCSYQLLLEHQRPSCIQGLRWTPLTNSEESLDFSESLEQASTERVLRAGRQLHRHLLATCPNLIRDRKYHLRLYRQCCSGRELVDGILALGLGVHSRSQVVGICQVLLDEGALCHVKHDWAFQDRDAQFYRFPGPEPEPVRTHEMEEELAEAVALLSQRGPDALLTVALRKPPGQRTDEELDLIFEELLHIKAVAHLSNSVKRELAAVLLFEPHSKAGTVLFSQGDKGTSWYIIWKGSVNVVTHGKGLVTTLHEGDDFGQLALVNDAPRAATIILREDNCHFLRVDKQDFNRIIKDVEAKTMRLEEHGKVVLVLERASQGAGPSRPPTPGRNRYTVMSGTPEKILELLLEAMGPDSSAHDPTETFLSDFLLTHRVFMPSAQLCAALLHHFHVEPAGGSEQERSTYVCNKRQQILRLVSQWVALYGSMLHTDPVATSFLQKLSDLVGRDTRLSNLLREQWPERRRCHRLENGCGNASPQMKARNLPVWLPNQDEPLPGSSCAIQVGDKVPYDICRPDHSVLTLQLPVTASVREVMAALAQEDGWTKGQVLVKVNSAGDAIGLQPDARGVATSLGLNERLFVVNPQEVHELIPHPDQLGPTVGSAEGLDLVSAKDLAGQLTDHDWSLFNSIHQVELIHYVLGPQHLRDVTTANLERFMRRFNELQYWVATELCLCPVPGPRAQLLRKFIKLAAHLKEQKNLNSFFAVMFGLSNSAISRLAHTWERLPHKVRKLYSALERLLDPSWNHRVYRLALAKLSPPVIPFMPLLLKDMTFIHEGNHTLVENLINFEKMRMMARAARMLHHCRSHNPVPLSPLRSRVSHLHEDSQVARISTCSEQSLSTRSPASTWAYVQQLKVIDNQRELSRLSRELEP
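Read-out is the fluorescence drop as BODIPY-GDP leaves Rap1B (480 nm excitation, 540 nm emission), recorded every 5 minutes over 30 minutes. Reactions held 100 nM EPAC1, 250 nM Rap1B–BODIPY-GDP and 50 uM GDP, with 6.5 mM cAMP setting full activation.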
GLP-1R inv ag – acts as inverse agonist at human GLP-1 receptor | P43220 | HEK293 GLP-1R CRE-luciferase, luminescence, 24 h; GLP-1R form is constitutively active | Potency, µM (doses to about 38.3 µM), without a hit: at the highest dose activity change, negative = inhibition, usual class: inhibitors | 410,000 tested, 1.6% active | AID 624417; also: potency is read from the fitted curve at half-maximal effect; % is scaled to controls: 0 for no effect and ±100 for the full control effect; nearly all actives have a fitted effect of over 55% in size
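Readout was luciferase luminescence, measured 12 min after detection reagent at room temperature. Beforehand, GLP-1R reporter HEK293 cells had sat 12 h, then received compounds for 24 hr at 37 deg C.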
EPAC1 antagonist – blocks human EPAC1 exchange factor; O95398; EPAC1 GEF assay, Rap1b-BODIPY-GDP exchange fluorescence; Potency, µM (series often up to 115 µM), inactives show top-dose activity change, negative = inhibition, actives largely listed as inhibitors; 360,000 tested, 0.14% active;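 also: potency is read from the fitted curve at half-maximal effect; plate controls were vehicle for no effect and positive control for full effect; nearly all actives have a fitted effect of over 50% in size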
PTHR1 agonist – activates the human parathyroid hormone receptor PTHR1; 410,000 tested, 0.075% active; HEK293 GP2 PTHR1 cells, GloSensor cAMP luminescence, 1 h; Potency, µM (titrated, usually from 115 µM), without a hit: at the top dose activation, usual class: activators; Q03431; also: potency is read from the fitted curve at half-maximal effect; nearly all actives have a fitted effect of over 55% in size; some results filed as inactive show a strong effect at the top dose; inactives centre near -15; many of its hits are not listed in these tables
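HEK-293-derived GP2 cells expressing PTHR1 and a GloSensor cAMP reporter, 3,000/well, plated overnight, given luciferin plus IBMX (each 0.5 mM as added) for 1 h at 37 °C, then compound for 1 h at 37 °C. Luminescence was read after 15 min at room temperature.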
PI5P4K alpha inh – blocks human PI5P4K alpha kinase activity. P48426. PI5P4Kalpha enzyme, ADP-Glo luminescence, 60 min; hits give low values. max response, %. 330,000 tested, 1.2% active. AID 652105; active = max response of -50% or lower; inconclusive = between -30% and -50%; inactive = -30% or higher; also: value at the top dose of about 77 µM; % is scaled to controls: 0 for no effect and ±100 for the full control effect
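qHTS, 1536-well: enzyme/substrate mix, compound by pin tool, 5 microM ATP final; RT 60 min; ADP-Glo reagents 1 (45 min) then 2 (30 min); luminescence.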
IL-2 act – activators of IL-2; IL-2 activation reporter assay, cell-based qHTS; stimulated with anti-CD3/CD4/CD28 beads; in transgenic mouse T cells; activation, % (series mostly up to about 46 µM); 360,000 tested, 0.065% active; in the data active = activation above about 50%; inconclusive = mostly about 30% to 49%; also: 0% is about no effect
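Screening format: compound pinned onto unstimulated transgenic mouse T cells, 60 min incubation, then anti-CD3/anti-CD4/anti-CD28 bead stimulation for 18 hours at 37 degrees C, followed by EGFP and DsRed detection.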
PLK1 PBD block – inhibitors of human PLK1 polo-box domain binding; P53350; Plk1 PBD binding of FITC phosphopeptide, fluorescence polarization; Potency, µM, for inactives: max response, negative = inhibition, actives largely listed as inhibitors; 360,000 tested, 2.8% active; also: potency is read from the fitted curve at half-maximal effect; series mostly up to about 57 µM; % is scaled to controls: 0 for no effect and ±100 for the full control effect; nearly all actives have a fitted effect of over 65% in size
HEK293 tox – cytotoxicity counter-screen for GLP-1 receptor inverse agonists; AID 624418; HEK293 cAMP-luciferase reporter cells, luminescence, 24 h; 410,000 tested, 0.13% active; Potency, µM (doses to about 38.3 µM), for the others: at the top dose activity change, negative = inhibition, most hits filed as inhibitors;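 also: loss of luciferase light is scored as toxicity; potency is read from the fitted curve at half-maximal effect; % is scaled to controls: 0 for no effect and ±100 for the full control effect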
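Quantitative HTS format, 1536 wells, 200 cells/uL seeded. Compounds: 23 nL, 24 h, 37 °C. Detection: luciferase reagent, luminescence at 12 min RT; decreased signal taken as cytotoxic.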
* marks the source's active call; other numbers are inactive results; i = inactive; ? = inconclusive; nt = no result given; [ ] = dose if it differs, or a comment. Unless noted, calls follow the shape of the dose curve; as a rule, active = well fitted curve in the direction sought with a large enough effect; inconclusive = small, poorly fitted or top-dose-only effect, or another doubt; inactive = no such curve, though single readings can be large; an effect the other way counts as inactive or inconclusive. This is a subset (hit frequency here may not be typical).

Start of the listing, in advance (six entries):
SMILES | GLP-1R agonist | EPAC1 ag | GLP-1R inv ag | EPAC1 antagonist | PTHR1 agonist | PI5P4K alpha inh | IL-2 act | PLK1 PBD block | HEK293 tox
CCN(C(=O)Cn1cnc2sc(C)c(S(=O)(=O)N3CCN(c4ncccn4)CC3)c2c1=O)c1ccccc1F | 0.8% | nt | 13.7% | nt | -22.9% | nt | nt | nt | 2.8%
CCC1CCCCN1S(=O)(=O)c1ccc(NC(=O)C2CCCO2)cc1 (configuration not stated) | 3.4% | 3.1% | -8.3% | 2.4% | -13.2% | -9.6 | -1.1 | -7.8% | 19.2%
CCc1ccc2[nH]c(=O)c(CN(CCN(CC)CC)C(=O)Nc3ccccc3OC)cc2c1 | 3.7% | -7.4% | ? | -26.8% | -3.9%[57.5 µM] | -5.8 | 0.8 | -1.0% | ?
Cc1nnc(SCC(=O)NCCN2C(=O)CSC2=O)s1 | -7.8% | -0.8% | -4.8% | 3.3% | -4.8% | -3.8 | 2.0 | 1.6% | 4.4%
COC(=O)[C@@]12CCCCN1[C@H](c1ccc(-c3cc(C(C)=O)cs3)c(OC)c1)[C@H]1C(=O)N(C)C(=O)[C@H]12 | 5.8% | 7.7% | 3.5% | -17.8% | -17.3% | -1.7 | 0.7 | -5.7% | -15.0%
CCCN(CC(=O)Nc1ccccc1C)C(=O)c1cccc(-n2cnnn2)c1 | -2.0% | -2.5% | -2.0% | -0.9% | i | 4.3 | -0.2 | 3.6% | 6.6%

The list itself, from the first entry:
SMILES | GLP-1R agonist | EPAC1 ag | GLP-1R inv ag | EPAC1 antagonist | PTHR1 agonist | PI5P4K alpha inh | IL-2 act | PLK1 PBD block | HEK293 tox
CCN(C(=O)Cn1cnc2sc(C)c(S(=O)(=O)N3CCN(c4ncccn4)CC3)c2c1=O)c1ccccc1F | 0.8% | nt | 13.7% | nt | -22.9% | nt | nt | nt | 2.8%
CCC1CCCCN1S(=O)(=O)c1ccc(NC(=O)C2CCCO2)cc1 (configuration not stated) | 3.4% | 3.1% | -8.3% | 2.4% | -13.2% | -9.6 | -1.1 | -7.8% | 19.2%
CCc1ccc2[nH]c(=O)c(CN(CCN(CC)CC)C(=O)Nc3ccccc3OC)cc2c1 | 3.7% | -7.4% | ? | -26.8% | -3.9%[57.5 µM] | -5.8 | 0.8 | -1.0% | ?
Cc1nnc(SCC(=O)NCCN2C(=O)CSC2=O)s1 | -7.8% | -0.8% | -4.8% | 3.3% | -4.8% | -3.8 | 2.0 | 1.6% | 4.4%
COC(=O)[C@@]12CCCCN1[C@H](c1ccc(-c3cc(C(C)=O)cs3)c(OC)c1)[C@H]1C(=O)N(C)C(=O)[C@H]12 | 5.8% | 7.7% | 3.5% | -17.8% | -17.3% | -1.7 | 0.7 | -5.7% | -15.0%
CCCN(CC(=O)Nc1ccccc1C)C(=O)c1cccc(-n2cnnn2)c1 | -2.0% | -2.5% | -2.0% | -0.9% | i | 4.3 | -0.2 | 3.6% | 6.6%
COC(=O)Cc1ccc(NC(=S)NC2CC2)cc1 | -11.7% | 8.8% | 6.3% | 8.1% | -38.4%[inhibitor] | 4.3 | 0.5 | -5.3% | -7.1%
Cc1nn(C)c(C)c1NS(=O)(=O)c1c(C)n[nH]c1C | 0.5% | -4.6% | 0.8% | -13.9% | -8.1% | 1.1 | -0.1 | -6.5% | 1.8%
COc1ccc(NC(=O)C/C(C)=N/NC(=O)c2cccs2)c([N+](=O)[O-])c1 | 19.7% | -0.2% | 5.3% | ? | -36.7%[inhibitor] | -0.4 | 0.4 | -7.0% | ?
C[C@H]1CCCCO[C@@H](CN(C)C(=O)NC2CCCCC2)[C@@H](C)CN([C@@H](C)CO)C(=O)c2cc(NC(=O)Cc3ccccc3)ccc2O1 | 10.0% | -9.0% | ? | -15.5% | 3.7% | -1.8 | -4.1 | -18.9% | -10.4%
O=C(O)CCC(=O)NCc1ccc2[nH]c3c(c2c1)CCCC3 | -4.8% | -6.6% | 9.6% | -3.8% | i | 11.6 | -2.6 | -8.1% | 18.2%
COC(=O)[C@]12CCCCC=C1N(Cc1ccco1)C(=O)[C@H](CC(=O)NCc1ccc(OC)c(OC)c1)C2 | 14.5% | 3.7% | -3.3% | -3.2% | -21.2% | 9.7 | -0.6 | 2.9% | -5.9%
Cc1cnc(NC(=O)CSc2nnc(N)s2)s1 | 0.6% | 12.7% | 0.6%[7.66 µM] | -4.5% | i | -0.4 | -0.7 | -10.4% | -4.9%[7.66 µM]
COc1cc(-c2cc(C(=O)Nc3c(Cl)cc(Cl)cc3Cl)c3ccccc3n2)cc(OC)c1OC | 8.8% | -7.7% | -4.2% | -1.5% | i | 1.2 | 1.2 | 1.3% | 37.8%[activator]
O=C1c2ccccc2C(=O)N1c1cccc2ccccc12 | -9.1% | 6.9% | -7.2% | 4.9% | i | 0.8 | -0.1 | -11.1% | 1.6%
CC(C)CCn1cnc2c1c(=O)[nH]c(=O)n2Cc1ccccc1 | 11.1% | 5.0% | -9.2% | -27.6% | -9.8% | 0.7 | 0.0 | -18.8% | 2.3%
CC1CCN(C(=O)C2CCCCN2S(=O)(=O)c2cccc([N+](=O)[O-])c2)CC1 (configuration not stated) | 9.2% | -0.9% | -8.0% | -9.9% | -1.0% | 1.5 | -1.9 | -7.4% | 2.7%
FC(F)(F)c1cc(Oc2ccc(Cl)cc2)ncc1-c1nnc(-c2ccc(Cl)cc2)o1 | 1.1% | -0.5% | 14.5% | 11.4% | -14.5% | 8.8 | 2.1 | 4.9% | -5.3%
CN(CCC1CCOCC1)C(=O)C1CCC(=O)N(CCc2ccccc2)C1 (configuration not stated) | -8.7% | 6.6% | 18.6% | 10.7% | -27.3% | 6.7 | -1.7 | -8.2% | 17.4%
CC(=O)c1cnc2c(C(=O)O)cnn2c1C | 0.2% | -2.2% | 1.1% | 13.3% | -3.9%[57.5 µM] | nt | 0.5 | -4.4% | -19.4%
CC(=O)C1=C(C)NC2=C(C(=O)CC(C)(C)C2)C1C (configuration not stated) | 0.2% | -1.0% | ? | 3.5% | i | -7.8 | -2.4 | -17.2% | 4.5%
C[C@H](NC(=O)c1cc2cc(Cl)ccc2n1C)C(=O)N1CCC[C@H]1C(=O)O | -12.0% | -19.7% | -12.1% | 3.9% | -95.0%[inhibitor] | -4.7 | -0.3 | -8.6% | 0.3%
Cc1cc(C)c2c(N)c(C(=O)N/N=C/c3ccccc3)sc2n1 | 5.4% | -4.9% | 25.2% | -10.9% | -4.3% | 4.2 | 0.0 | 0.8% | 34.8%[activator]
C=CC[C@@H](Cc1ccc(F)cc1)C(=O)OC[C@H]1CCCN1C(=O)[C@H](CC=C)CC(=O)N(CCO)Cc1ccccc1 | 3.4% | -9.8% | ? | -8.0% | -17.9% | 14.8 | 1.2 | -12.6% | -21.3%
O=S(=O)(NCCCSc1ccccc1)c1ccccc1F | 13.4% | 13.5% | ? | -12.8% | -9.9% | -2.8 | -0.5 | ? | 1.2%
S=C1CSc2ccccc2N1 | -2.4% | 3.5% | 5.0%[7.66 µM] | 16.3% | i | -8.1 | -0.3 | -7.8% | 1.5%[7.66 µM]
O=C(CN1C(=O)NC2(CCCCC2)C1=O)NCc1cccs1 | 4.3% | 0.3% | 12.7% | ? | ? | 0.2 | -4.2 | -14.0% | 6.6%
CCN1CCN(CC(O)COc2ccc(Cl)cc2)CC1 (configuration not stated) | 5.5% | -7.3% | ? | 3.2% | -2.4% | 1.4 | 1.6 | -10.2% | 1.0%
O=C(OCCN1CCCCC1)c1ccccc1F | 1.1% | -2.5% | 6.3% | -10.9% | i | 3.4 | 1.0 | 19.4% | 7.0%
Cn1nc(CC(=O)Nc2ccc3c(c2)OCCO3)c2ccccc2c1=O | 9.8% | -0.5% | 2.3% | -6.7% | -33.6% | 0.8 | -1.0 | -3.9% | -2.0%
COC(CNC(=O)c1ccc2c(c1)ncn2C1CCCCCC1)OC | 3.9% | 1.4% | 10.7% | 4.8% | i | 5.7 | -2.7 | 1.4% | 4.8%
Cc1ccc(Nc2cc(-n3nc(C)cc3C)ncn2)cc1 | 9.4% | 4.6% | 0.0% | -7.3% | i | 0.3 | -0.9 | 4.3% | 2.9%
Cc1ccc(C(=O)OCC(=O)N(C)c2c(N)n(Cc3ccccc3)c(=O)[nH]c2=O)s1 | 10.0% | 2.8% | -0.6% | -3.3% | i | -3.2 | -0.6 | 4.0% | 2.3%
CCCN(Cc1nnc(-c2cccs2)o1)C(=O)CN1C(=O)NC2(CCCCC2)C1=O | 9.9% | -3.4% | 8.8% | 0.4% | -18.1% | -7.4 | 0.1 | 4.8% | -2.8%
O=c1c2cc(NC(=S)NC3CCCC3)ccc2nc2n1CCCCC2 | 12.8% | -2.7% | ? | -21.3% | -6.9% | 1.5 | -1.6 | 0.0% | -4.2%
CC1=C(C(=O)N(C)C)CC(CC(=O)NCCc2ccccn2)C(=O)N1Cc1ccccc1 (configuration not stated) | -2.2% | -0.1% | 8.8% | -4.3% | i | -5.9 | -1.7 | -3.3% | 0.9%
CCCCC1CC(=O)NC1(C(=O)OCC)C(=O)OCC (configuration not stated) | -6.2% | 8.0% | -13.7% | 0.5% | i | 3.0 | -0.1 | -6.4% | 16.7%
Cc1ccc(C(C)(C)C)c(OCCN2CCCC2)c1 | -13.7% | -1.0% | 0.0% | 10.6% | i | 7.4 | -0.1 | -2.7% | 18.2%
COc1cccc(-n2cnc3sc(C)c(C)c3c2=O)c1 | 2.0% | 3.2% | 33.6%[activator] | -12.1% | -22.9% | -0.4 | -3.6 | -19.5% | 1.8%
Cc1onc(-c2ccccc2)c1C(=O)Nc1ccc(-c2nnc3n2CCCCC3)cc1 | -1.1% | 0.4% | -21.4% | -17.4% | i | 0.0 | -1.0 | -0.7% | -7.5%

Screens as filed in PubChem.
